Screening results from PubChem BioAssay.
West Nile virus CPE: West Nile virus antiviral activity, cell-based, CPE readout (AID 1621); 290,000 tested, 0.02% active; one-dose CPE inhibition, % at 10 µM; IC50 in µM for titrated hits; West Nile virus-infected cells, CPE inhibition; higher % means a stronger effect; in the data active = a potency from the dose series; inconclusive = CPE inhibition mostly from about 3.7% at the one dose, without a potency; inactive = the rest, 99 in 100 with CPE inhibition below about 2.2%; also: strong numbers were not always called active
RSV antiviral HEp-2: inhibition of RSV-induced cytopathic effect – HEp-2 cells, primary 10 µM value included (AID 2391) | HEp-2 cells, RSV-induced CPE inhibition; higher % means a stronger effect | 310,000 tested, 0.13% active | CPE inhibition, % at 10 µM, or IC50 in µM where a hit was titrated; in the data active = a potency from the dose series; inconclusive = CPE inhibition mostly from about 23% at the one dose, without a potency; inactive = the rest, 99 in 100 with CPE inhibition below about 21%; also: strong numbers were not always called active
Salmonella PhoP GFP: PhoP-dependent GFP reporter repression – Salmonella Typhimurium, primary screen (AID 1863); S. Typhimurium PhoP-regulated promoter GFP reporter, 4 h; higher % means a stronger effect; inhibition, % at 50 µM, or IC50 in µM where a hit was titrated; 300,000 tested, 0.16% active;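 active = inhibition over 29.93%, a cutoff 3 SD above the screen mean, later confirmed by dose response; inconclusive = inhibition over 29.93% but no dose response follow-up; inactive = inhibition at most 29.93% or unconfirmed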;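 also: 0% = low Mg2+ inducing control and 100% = high Mg2+ repressing control; strong numbers were not always called active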
UTI89 phage lysis: protection from phage-mediated lysis, alamar blue read-out – E. coli UTI89, K1F phage, bacterial capsule biogenesis inhibitors (AID 488966); E. coli UTI89 K1F phage lysis, alamar blue, 2 h; higher % means a stronger effect; one-dose inhibition, % at 100 µM; IC50 in µM for titrated hits; 340,000 tested, 0.02% active;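 active = phage lysis inhibition, versus mean bacterial control, above a set limit; inconclusive = no clear call, values can overlap the other calls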;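 also: capsule biogenesis inhibitors block K1F phage lysis so surviving cells raise fluorescence; higher fluorescence means more inhibition of phage lysis; actives were called in the ten point dose series up to 300 µM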
Rac1 GTP hydrolysis: MgcRacGAP GTPase-activating activity inhibitors, confirmation, biochemical, ADP Hunter fluorescence | MgcRacGAP-stimulated Rac1 GTP hydrolysis, ADP Hunter fluorescence; higher % means a stronger effect; GST-tagged Rac1 F28L mutant substrate | one-dose inhibition, % at 30 µM; IC50 in µM for titrated hits | 340,000 tested, 0.6% active;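 active = first-screen hits whose inhibition reached a set limit at any dose in the follow-up dose series; inconclusive = inhibition above the set first-screen limit but never retested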;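 also: fluorescence reports GDP produced by GAP-driven GTP hydrolysis; strong numbers were not always called active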
SV40 large T antigen: TAg ATPase/helicase activity blockers – biochemical (AID 1903); SV40 large T antigen ATPase/helicase inhibition assay; higher % means a stronger effect; inhibition, % at 20 µM; hits with a dose series show IC50 in µM; 310,000 tested, 0.39% active; in the data active = a potency from the dose series; inconclusive = inhibition mostly from about 32% at the one dose, without a potency; inactive = the rest, 99 in 100 with inhibition below about 32%; also: strong numbers were not always called active
NTR1 ag: NTR1-driven beta-arrestin-GFP spot formation – imaging, U2OS cells, high content, primary screen (AID 493036); 330,000 tested, 0.17% active; activation, % at 20 µM; agonist mode;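 active = activation at or above 40% of the spot to cytoplasm intensity ratio, with at least 20 cells analyzed; inconclusive = wells under 20 cells, flagged as cytotoxic or low count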;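 also: 0% = DMSO without peptide and 100% = 100 nM NTR1 peptide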
Target sequence (P30989 whole entry, looked up): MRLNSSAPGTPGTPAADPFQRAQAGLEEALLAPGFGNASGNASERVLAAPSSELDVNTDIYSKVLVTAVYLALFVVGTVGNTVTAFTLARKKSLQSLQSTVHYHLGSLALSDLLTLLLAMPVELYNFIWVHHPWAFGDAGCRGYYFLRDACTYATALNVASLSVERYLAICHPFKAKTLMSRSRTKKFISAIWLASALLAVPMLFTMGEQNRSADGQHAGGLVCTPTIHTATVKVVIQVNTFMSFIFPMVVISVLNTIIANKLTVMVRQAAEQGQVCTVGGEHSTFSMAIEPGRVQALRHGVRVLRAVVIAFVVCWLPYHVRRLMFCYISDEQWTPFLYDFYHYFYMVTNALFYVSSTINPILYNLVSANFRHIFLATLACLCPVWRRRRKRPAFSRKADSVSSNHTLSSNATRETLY
NS5 inhibitors: flavivirus cap methylation enzyme inhibition – biochemical, confirmation dose response, primary screen (AID 588689); Dengue-2 NS5 methyltransferase capping enzyme assay, biochemical; higher % means a stronger effect; inhibition, % at 25 µM; hits with a dose series show IC50 in µM; 340,000 tested, 0.3% active; in the data active = a potency from the dose series; inconclusive = inhibition above about 29% without an active follow-up result
T cell modulator: T cell immune modulation candidate; 2C CD8+ T cell-vesicle binding, flow cytometry; stronger effect = lower value; calls only at 7 µM; 330,000 tested, 0.068% active; AID 2052;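 active = response, share of CD8 T cells binding vesicles, and their 90th percentile fluorescence all below set limits, cut at about 80% in these data, passing the limit was not always enough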
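Assay system: 2C TCR transgenic mouse naive CD8+ T cells, MACS-purified | Read-out: CD8+ gate FL2 mean fluorescence as % of same-row positive control | Signal: High-throughput flow cytometry with anti-B7-1 and anti-CD8 staining | Timing: Binding step 1.5 h, 37 °C, antibody labelling 20 min, ice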
T cell modulator vesicle-bound %: recorded beside T cell modulator, whose call it bears; double positive events, %; measured here: CD8+ vesicle-bound cell fraction;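 binding gate set so that unloaded-vesicle control wells show 10% double positive cells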
NTR1 ag cell count 20 µM: second read-out of NTR1 ag, no call of its own (marks repeat the call); cell count; measured here: cell count, cytotoxicity flag
NS5 inhibitors pilot replicate: also measured in NS5 inhibitors; calls as there; inhibition, %; measured here: pilot screen replicate inhibition
* hit, by the source's call; [ ] = remark or other dose. Compounds were not picked by outcome; 1.5% or so of the library scored in one or more.

Results for O=C(Cn1nc(C(F)(F)F)c2c1CCCC2)NCc1ccco1 ?
West Nile virus CPE: -0.5%; RSV antiviral HEp-2: 0.9%; Salmonella PhoP GFP: -2%; UTI89 phage lysis: 0.1%; Rac1 GTP hydrolysis: 5%; SV40 large T antigen: 11%; NTR1 ag: 1.5; NS5 inhibitors: -4%; T cell modulator: inactive; T cell modulator vesicle-bound %: 22; NTR1 ag cell count 20 µM: 75

Results for Cc1cccc(NC(=O)c2sc3nc(N)c(C#N)cc3c2N)c1 ?
West Nile virus CPE: 1.0%; RSV antiviral HEp-2: -0.3%; Salmonella PhoP GFP: -8%; UTI89 phage lysis: 2.3%; Rac1 GTP hydrolysis: 7%; SV40 large T antigen: 31%; NS5 inhibitors: -6%; T cell modulator: inactive; T cell modulator vesicle-bound %: 37

Results for COc1ccc(-n2c(=S)[nH]c3cc(C(=O)NCCCN4CCCC4=O)ccc3c2=O)cc1 ?
RSV antiviral HEp-2: 1.4%; Salmonella PhoP GFP: -2%; UTI89 phage lysis: 6.8%; Rac1 GTP hydrolysis: 2%; SV40 large T antigen: 0%; NTR1 ag: 5.9; NS5 inhibitors: -1%; T cell modulator: inactive; T cell modulator vesicle-bound %: 51; NTR1 ag cell count 20 µM: 52

Results for COc1ccc(C(=O)N2CCN(c3ccc(C)cc3)CC2)cc1OC ?
West Nile virus CPE: -0.6%; RSV antiviral HEp-2: -0.1%; Salmonella PhoP GFP: 0%; UTI89 phage lysis: 1.6%; Rac1 GTP hydrolysis: 4%; SV40 large T antigen: 4%; NTR1 ag: -1.0; NS5 inhibitors: -1%; T cell modulator: inactive; T cell modulator vesicle-bound %: 30; NTR1 ag cell count 20 µM: 39

Results for Cc1ccc(CCNC(=O)CC2Oc3ccc(C)cc3NC2=O)cc1 (stereo not given) ?
West Nile virus CPE: -0.6%; RSV antiviral HEp-2: -0.2%; Salmonella PhoP GFP: 6%; UTI89 phage lysis: 5.8%; Rac1 GTP hydrolysis: -4%; SV40 large T antigen: 11%; NTR1 ag: -2.3; NS5 inhibitors: -4%; T cell modulator: inactive; T cell modulator vesicle-bound %: 45; NTR1 ag cell count 20 µM: 65

What do the screens show for `COC(=O)C1(C(=O)OC)Sc2ccccc2C1=O`?
West Nile virus CPE: -0.2%; RSV antiviral HEp-2: 1.1%; Salmonella PhoP GFP: -18%; UTI89 phage lysis: 2.1%[50 µM]; Rac1 GTP hydrolysis: 16%; SV40 large T antigen: 11%; NTR1 ag: 0.9; NS5 inhibitors: -2%; T cell modulator: inactive; T cell modulator vesicle-bound %: 18; NTR1 ag cell count 20 µM: 64

What do the screens show for `COc1ccc(Br)cc1CN(C)CC(=O)Nc1c(Cl)ccc(C)c1Cl`?
West Nile virus CPE: -0.3%; RSV antiviral HEp-2: 7.2%; Salmonella PhoP GFP: -11%; UTI89 phage lysis: 2.4%[50 µM]; Rac1 GTP hydrolysis: 0%; SV40 large T antigen: 2%; NTR1 ag: 5.1; NS5 inhibitors: -14%; T cell modulator: inactive; T cell modulator vesicle-bound %: 35; NTR1 ag cell count 20 µM: 66

What do the screens show for `CCOC(=O)c1ccc(N=CC2=C(O)CC(C)(C)CC2=O)cc1`?
West Nile virus CPE: -0.1%; RSV antiviral HEp-2: -1.2%; Salmonella PhoP GFP: 10%; UTI89 phage lysis: -0.1%; Rac1 GTP hydrolysis: 9%; SV40 large T antigen: 0%; NTR1 ag: -0.7; NS5 inhibitors: -5%; T cell modulator: inactive; T cell modulator vesicle-bound %: 21; NTR1 ag cell count 20 µM: 52

How did COc1ccc(C(=O)NC2(C(F)(F)F)C(=O)N(Cc3ccco3)C3=C2C(=O)CC(C)(C)C3)cc1OC (stereo not given) do in these assays?
West Nile virus CPE: -1.1%; RSV antiviral HEp-2: 0.7%; Salmonella PhoP GFP: 14%; UTI89 phage lysis: -0.1%; Rac1 GTP hydrolysis: -5%; SV40 large T antigen: 1%; NTR1 ag: -0.4; NS5 inhibitors: -7%; T cell modulator: inactive; T cell modulator vesicle-bound %: 30; NTR1 ag cell count 20 µM: 69; NS5 inhibitors pilot replicate: -7.3

Results for Cc1ccc(-n2c(C)cn(C(=O)c3ccccc3)c2=S)cc1 ?
West Nile virus CPE: -0.5%; RSV antiviral HEp-2: -1.6%; Salmonella PhoP GFP: -8%; UTI89 phage lysis: 0.4%; Rac1 GTP hydrolysis: 7%; SV40 large T antigen: 21%; NTR1 ag: -0.9; NS5 inhibitors: -5%; T cell modulator: inactive; T cell modulator vesicle-bound %: 46; NTR1 ag cell count 20 µM: 90

How did Cc1cc(NC(=O)c2ccc3c(c2)C(=O)N(CC(C)C)C3=O)no1 do in these assays?
West Nile virus CPE: -0.1%; RSV antiviral HEp-2: 1.1%; Salmonella PhoP GFP: -3%; UTI89 phage lysis: 1.1%; Rac1 GTP hydrolysis: 9%; SV40 large T antigen: 12%; NTR1 ag: -0.2; NS5 inhibitors: -7%; T cell modulator: inactive; T cell modulator vesicle-bound %: 16; NTR1 ag cell count 20 µM: 46

What do the screens show for `COCCCn1c(C(=O)NCCN2CCOCC2)cc2c(=O)n3cccc(C)c3nc21`?
West Nile virus CPE: -0.6%; RSV antiviral HEp-2: 0.5%; Salmonella PhoP GFP: 2%; UTI89 phage lysis: -0.2%; Rac1 GTP hydrolysis: 11%; SV40 large T antigen: 7%; NTR1 ag: 0.3; NS5 inhibitors: -3%; T cell modulator: inactive; T cell modulator vesicle-bound %: 65; NTR1 ag cell count 20 µM: 63

What do the screens show for `COc1ccc(N2CCN(C(=O)COC(=O)CCc3ccccc3OC)CC2)cc1`?
RSV antiviral HEp-2: -1.2%; Salmonella PhoP GFP: -3%; UTI89 phage lysis: 1.4%[50 µM]; Rac1 GTP hydrolysis: 13%; SV40 large T antigen: 19%; NTR1 ag: -0.4; NS5 inhibitors: -1%; T cell modulator: inactive; T cell modulator vesicle-bound %: 32; NTR1 ag cell count 20 µM: 48

How did CCOC(=O)c1c(S(=O)(=O)NCc2ccc(OC)cc2)c(C)n(C)c1C do in these assays?
West Nile virus CPE: -0.2%; RSV antiviral HEp-2: 0.6%; Salmonella PhoP GFP: -5%; UTI89 phage lysis: 0.1%; Rac1 GTP hydrolysis: 13%; SV40 large T antigen: 9%; NTR1 ag: -1.2; NS5 inhibitors: -4%; T cell modulator: inactive; T cell modulator vesicle-bound %: 36; NTR1 ag cell count 20 µM: 60

How did COc1ccc(N2CCN(C(=O)CN3C(=O)NC(c4ccc(OC)cc4)(c4ccc(OC)cc4)C3=O)CC2)cc1 do in these assays?
West Nile virus CPE: -0.3%; RSV antiviral HEp-2: 2.1%; Salmonella PhoP GFP: -1%; UTI89 phage lysis: 0.1%[50 µM]; Rac1 GTP hydrolysis: 10%; SV40 large T antigen: 7%; NTR1 ag: 0.2; NS5 inhibitors: -9%; T cell modulator: inactive; T cell modulator vesicle-bound %: 53; NTR1 ag cell count 20 µM: 48

Results for COc1ccc(C(=O)CCC(=O)NCCc2c[nH]c3ccccc23)cc1OC ?
West Nile virus CPE: 0.0%; RSV antiviral HEp-2: 1.3%; Salmonella PhoP GFP: 2%; UTI89 phage lysis: 0.9%; Rac1 GTP hydrolysis: 10%; SV40 large T antigen: 9%; NTR1 ag: 0.5; NS5 inhibitors: -6%; T cell modulator: inactive; T cell modulator vesicle-bound %: 19; NTR1 ag cell count 20 µM: 58

Results for CN(Cc1cccc(Cl)c1)C(=O)C1CSC2(C)CCC(=O)N12 (stereo not given) ?
West Nile virus CPE: 0.1%; RSV antiviral HEp-2: 2.7%; Salmonella PhoP GFP: 2%; UTI89 phage lysis: 0.4%; Rac1 GTP hydrolysis: 2%; SV40 large T antigen: 11%; NTR1 ag: 0.7; NS5 inhibitors: 3%; T cell modulator: inactive; T cell modulator vesicle-bound %: 32; NTR1 ag cell count 20 µM: 71

What do the screens show for `N#C/C(=C\C=C\c1ccccc1)C(=O)N1CCCC1`?
West Nile virus CPE: -0.5%; RSV antiviral HEp-2: 1.5%; Salmonella PhoP GFP: -3%; UTI89 phage lysis: 0.0%; Rac1 GTP hydrolysis: 3%; SV40 large T antigen: 10%; NTR1 ag: 1.7; NS5 inhibitors: -4%; T cell modulator: inactive; T cell modulator vesicle-bound %: 18; NTR1 ag cell count 20 µM: 64

What do the screens show for `COc1cccc(-n2c(SCC(=O)N3CCOCC3)nc3c([nH]c4ccccc43)c2=O)c1`?
West Nile virus CPE: 0.9%; RSV antiviral HEp-2: 2.2%; UTI89 phage lysis: 0.0%; Rac1 GTP hydrolysis: 3%; NTR1 ag: -0.2; NS5 inhibitors: -1%; T cell modulator: inactive; T cell modulator vesicle-bound %: 18; NTR1 ag cell count 20 µM: 57

How did CCN(/N=C/c1ccc(N(C)C)cc1)c1nc2ccccc2[nH]1 do in these assays?
West Nile virus CPE: -0.9%; Salmonella PhoP GFP: 3%; UTI89 phage lysis: 0.1%; Rac1 GTP hydrolysis: inconclusive; SV40 large T antigen: 20%; NS5 inhibitors: 33%

Results for CCOC(=O)c1ccccc1NC(=O)COC(=O)CCNS(=O)(=O)c1ccccc1 ?
West Nile virus CPE: 0.0%; RSV antiviral HEp-2: 0.7%; Salmonella PhoP GFP: -5%; UTI89 phage lysis: 1.8%[50 µM]; Rac1 GTP hydrolysis: 5%; SV40 large T antigen: 7%; NTR1 ag: 5.0; NS5 inhibitors: -2%; T cell modulator: inactive; T cell modulator vesicle-bound %: 20; NTR1 ag cell count 20 µM: 58

How did Cc1ccc2nc(Cl)c(/C=N/n3c(C)nnc3C)cc2c1 do in these assays?
West Nile virus CPE: -0.2%; RSV antiviral HEp-2: 2.5%; Salmonella PhoP GFP: -5%; UTI89 phage lysis: 2.1%; Rac1 GTP hydrolysis: 0%; SV40 large T antigen: 2%; NTR1 ag: 0.9; NS5 inhibitors: -5%; T cell modulator: inactive; T cell modulator vesicle-bound %: 26; NTR1 ag cell count 20 µM: 60
